Source: PubChem (National Center for Advancing Translational Sciences (NCATS))
IkB signaling: suppresses IkB signaling in ABC-DLBCL reporter cells. ABC-DLBCL IkBa-CBG/CBR dual luciferase ratio, 4 h; response scale: scaled: untreated 0%, proteasome inhibitor 100%. Potency, µM (series often up to 57.1 µM), for the others: at the highest dose IkBa stabilization activation. 0.04% of 110,000 active. AID 445; active = well fitted curve in the direction sought with a large enough effect in the signal ratio, not every such curve was filed as active; inconclusive = small, poorly fitted or top-dose-only effect, or a change in a side signal; the % refers to the signal ratio;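 also: the direction sought is a rising ratio; 0% = basal untreated cells and 100% = reference inhibitor full response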
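Curves were fitted separately to fusion (green), unfused (red) and ratio luminescence, then classed by r2, magnitude and activity. Cells: OCI-Ly3, 4 h compound plus doxycycline at 37C; 10 uM MG-132 defined full response.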
Imprint erasure: induces erasure of genomic imprints in mouse ES cells | Potency, µM (top dose mostly 60.7 µM), for inactives: at the highest dose activity change, positive = activation, usual class: activators | 0.02% of 110,000 active | mouse ES Peg3-LacZ reporter, beta-gal luminescence, 40 h | AID 1948;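 also: 0% = negative control wells on the plate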
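Readout: BetaGlo luminescence (5 min, room temp) for LacZ from the normally silent maternal Peg3 allele in female Peg3LacZ-Neo ES cells. Cells 300/well, 40 h, 37C, 5% CO2. Data normalized per plate to negative controls.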
p53ts 32C tox: p53ts cell cytotoxicity, permissive temperature | H1299-p53A138V at 32C, ATP luminescence viability, 24 h | 0.93% of 130,000 active | AID 924 | Potency, µM (series often up to 46.1 µM), for the others: at the top dose activity change, negative = cytotoxicity, usual class: cytotoxic;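 also: 0% = DMSO and -100% = full killing by reference compound; nearly all actives have a fitted effect of over 55% in size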
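H1299-p53 A138V cells (temperature-sensitive p53) exposed 24 h to up to 46 uM compound at 32C, where p53 is wild-type in conformation. Viability read as ATP luminescence and normalised to DMSO and 100 uM tamoxifen. AC50 fitted with the Hill equation.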
p53ts 39C tox: p53ts cell cytotoxicity, nonpermissive temperature; H1299-p53A138V viability at 39C, ATP luminescence, 24 h; Potency, µM (titrated, usually from 46.1 µM), for inactives: top-dose activity change, negative = cell killing, actives largely listed as cytotoxic; 1.5% of 130,000 active; AID 902; also: nearly all actives have a fitted effect of over 55% in size
Numbers without * were called inactive; u = inconclusive; x = no result given; [ ] = remark or other dose. Unless noted, calls follow the shape of the dose curve; as a rule, active = well fitted curve in the direction sought with a large enough effect; inconclusive = small, poorly fitted or top-dose-only effect, or another doubt; inactive = no such curve, though single readings can be large; an effect the other way counts as inactive or inconclusive. Unless noted, % is scaled to controls: 0 for no effect and ±100 for the full control effect; potency is read from the fitted curve at half-maximal effect.

SMILES | IkB signaling | Imprint erasure | p53ts 32C tox | p53ts 39C tox
CCCCOc1ccc(C(=O)NCCS(=O)(=O)N2CCN(c3ccc(F)cc3)CC2)cc1 | 0.0% | -12%[10.9 µM] | 4% | -17%
COc1ccc(C)cc1NC(=O)c1nnn(-c2c(C)cccc2C)c1C | -1.8% | 8%[10.9 µM] | -2% | 6%
O=C(Nc1nc(-c2ccc3c(c2)OCO3)cs1)c1ccncc1 | u | -31%[inhibitor] | -21% | -10%
CCOC(=O)CC(NC(=O)CCc1c(C)nc2cc(-c3ccccc3)nn2c1C)c1ccc(C)cc1 (stereo unspecified) | u | -12%[10.9 µM] | 25% | -20%
Cc1ccc(C)n1-n1c(C)nc2sc3c(c2c1=O)CCCCC3 | u | -10% | 9% | -10%
Cc1onc(-c2ccccc2)c1C(=O)Nc1cc(C(F)(F)F)ccc1N1CCOCC1 | 3.3% | -13% | -1% | -10%
O=C(CNC(=O)c1ccccc1)NC1(C(=O)NC2CCCC2)CCCCC1 | 0.2% | -4% | 5% | 2%
COc1cc(-c2noc(-c3ccc(NCCc4ccccc4)c([N+](=O)[O-])c3)n2)cc(OC)c1OC | u | -6%[10.9 µM] | -13% | -21%
COC(=O)c1scc(-c2ccc(C)cc2)c1S(=O)(=O)Nc1cc(OC)c(OC)c(OC)c1 | u | -9%[10.9 µM] | 7% | -18%
COc1ccc(S(=O)(=O)N2CCc3ccccc32)cc1C(=O)OCc1nnc(-c2ccccc2)o1 | 0.4% | 3% | -10% | -8%
CCN(CC)CCCNC(=O)CCc1c(C)n(CC)c2cc(-c3ccccc3OC)nn2c1=O | 0.2% | 15%[10.9 µM] | 2% | -13%
COc1cccc(NC(=O)Nc2cccs2)c1 | 3.6% | 4% | -24% | -16%
CCCc1nnc(NC(=O)CCC(=O)N2CCCCC2CC)s1 (stereo unspecified) | -0.7% | -10% | -2% | 7%
CCOC(=O)Cn1cc(-c2ccccc2)nn1 | -2.7% | -2% | 12% | 7%
CCOc1cc(C(c2c(C)[nH]n(-c3ccccc3)c2=O)c2c(C)[nH]n(-c3ccccc3)c2=O)ccc1O | u | -5%[10.9 µM] | -7% | -2%
Cc1ccc(-c2nnc(SCC(=O)O)n2N)cc1 | 0.5% | -7% | -4% | 7%
COCCn1c(COc2ccc(C)cc2)nc2ccccc21 | 0.3% | -29% | u | u
C/C=C(/C)C(=O)OC1Cc2c(ccc3ccc(=O)oc23)OC1(C)C (stereo unspecified) | x | 13% | 0% | 2%
CCN(CC)CCNc1ccc(CO)c2sc3ccccc3c(=O)c12 | 3.8%[25.6 µM] | -32%[inhibitor] | -22% | u
CCOc1ccc(N(CC(=O)N2CCN(c3ccccc3)CC2)S(=O)(=O)c2c(C)noc2C)cc1 | 5.1% | -21% | 7% | -4%
Cc1nc(N2CCOCC2)c2nc(-c3ccccc3)n(CCCN3CCOCC3)c2n1 | x | -2% | -1% | 4%
CC(C)(C)c1ccc(C(=O)N2CCCC(c3nc4c(nnn4Cc4cccc(F)c4)c(=O)[nH]3)C2)cc1 (stereo unspecified) | u | 5%[10.9 µM] | 31%[activator] | u
CCCc1cc(=O)[nH]c(Nc2ccc(O)cc2C)n1 | 0.0% | 20%[10.9 µM] | 12% | 0%
CCOC(=O)c1ccc(NC(=O)CNS(=O)(=O)c2ccccc2)cc1 | x | x | 9% | 16%
Cc1ccc(NC(=O)CCOc2ccccc2)cc1 | -0.7% | -8%[10.9 µM] | -1% | u
CC1=C(c2ccc(Cl)cc2)S(=O)(=O)N=C1N1CCN(c2cccc(C)c2C)CC1 | -0.6% | 8%[10.9 µM] | 3% | -12%
Cc1nnsc1C(=O)Oc1ccc(C(C)C)cc1 | -0.2% | 13%[10.9 µM] | 8% | 6%
CCOC(=O)CSc1nc2c(sc3ccccc32)c(=O)n1Cc1ccc(C)cc1 | -1.1% | u | -13% | u
CC(=O)c1ccc(OC2C=CC(c3ccc(Cl)cc3)OC2CO)cc1 (stereo unspecified) | x | x | -14%[9.22 µM] | 1%[9.22 µM]
COc1ccc2[nH]cc(CC(N)C(=O)O)c2c1 (stereo unspecified) | x | -9% | 7% | 12%
O=C1C(Cl)=C(N2CCOCC2)C(=O)N1c1ccccc1Cl | 9.1% | -9% | -2% | 6%
CCOc1ccccc1NC(=O)CN1C=NS(=O)(=O)c2ccccc21 | -0.4% | -14%[10.9 µM] | -3% | 18%
O=C(Cn1nnc(-c2ccncc2)n1)N(C1CCCCC1)C1CCCCC1 | u | -13% | 7% | -11%
Cc1ccc(NC(=O)Cn2cc3c(n2)CCCCC3)cc1 | -1.0% | 15%[10.9 µM] | 9% | 3%
COc1cc(NC(=O)c2nn(C)c3c2COc2ccccc2-3)cc(OC)c1OC | -2.3% | -13%[10.9 µM] | 2% | -5%
CC(=O)c1ccc(Oc2cc(C)nc(-n3nc(C)cc3C)n2)cc1 | 6.3µM* | u | 2% | 6%
CCOC(=O)C1CCN(C(=O)c2ccc(C)c(NC(=O)c3nsc4ccccc34)c2)CC1 | u | -7%[10.9 µM] | -11% | 13%
Cc1cccc(N2CCN(C(=O)C3CCN(C(=O)c4cc5sccc5n4C)CC3)CC2)c1C | u | -13%[10.9 µM] | 25% | -21%
CCOC(=O)C1CCN(c2ncnc3c2[nH]c2cccc(OC)c23)CC1 | 6.5% | -40%[inhibitor] | 14% | 10%
CCOC(=O)CCc1c(C)c2ccc(OCC(=O)OC(C)C)cc2oc1=O | 1.3% | -10% | 4% | 10%
Cc1ccc(C)c(N2CCN(C(=O)Cc3c(C(=O)O)c(C)cn3C)CC2)c1 | 2.2% | 26%[10.9 µM] | 2% | -5%
CCN(C(=O)CN1C(=O)c2ccccc2Sc2ccc(C(=O)OC)cc21)c1cccc(C)c1 | u | -18%[10.9 µM] | 32%[activator] | u
CCCSc1oc(-c2ccco2)nc1S(=O)(=O)c1ccc(Cl)cc1 | u | -6%[10.9 µM] | 4% | 4%
COc1cc(C(=O)NC2=NCCS2)ccc1OCc1c(C)noc1C | 0.2% | -1% | -4% | 2%
O=C(NCCCc1nc2ccccc2n1Cc1ccccc1)C1CCCCC1 | 1.7% | 19%[10.9 µM] | 10% | -11%
CCOc1ccc(N(CC(=O)NCCSc2ccccn2)S(C)(=O)=O)cc1 | x | x | 5% | -4%
CCc1ccc(Nc2nc3ccccc3c3nnc(C)n23)cc1 | 0.9% | u | 1% | 1%
CCCc1cc(=O)[nH]c(SCc2nc(-c3ccc(C)cc3)no2)n1 | 1.1% | -5%[10.9 µM] | -5% | -8%

A few values from above.
CCOC(=O)C1CCN(c2ncnc3c2[nH]c2cccc(OC)c23)CC1 in Imprint erasure is listed with -40%[inhibitor]
COc1cccc(NC(=O)Nc2cccs2)c1 in p53ts 32C tox is listed with -24%
CCOc1cc(C(c2c(C)[nH]n(-c3ccccc3)c2=O)c2c(C)[nH]n(-c3ccccc3)c2=O)ccc1O in p53ts 39C tox is listed with -2%

The list goes on:
SMILES | IkB signaling | Imprint erasure | p53ts 32C tox | p53ts 39C tox
C[C@@]12CCC(=O)C=C1C=CC1C2CC[C@]2(C)C1CC[C@@]21CCC(=O)O1 (stereo partly specified) | x | -14% | -3% | -2%
COc1cccc(-n2c(SCC(=O)NC3CCCCC3)nc3n[nH]c(C)c3c2=N)c1 | u | -23% | -9% | -29%
Cc1ccc2c(c1)c1c(c(=O)n(Cc3ccccc3)c(=O)n1CC(=O)Nc1ccccc1F)n2C | -0.8% | 15%[10.9 µM] | 0% | 6%
COC(=O)c1[nH]c2ccc(C)cc2c1NC(=O)CN1CCC(C)CC1 | 0.9% | u | -9% | 13%
Cc1ccc(C(c2nnnn2Cc2cccs2)N2CCN(C(=O)c3ccco3)CC2)cc1 (stereo unspecified) | 0.8% | -10% | 16% | 8%
COc1ccc(CNC(=O)C2CCCN(S(=O)(=O)c3cnc[nH]3)C2)cc1 (stereo unspecified) | 0.2% | 0% | -2% | 2%
COc1ccc(C(=O)N2CCN(C(=O)COc3ccccc3)CC2)cc1OC | 3.2% | -7%[10.9 µM] | 2% | 4%
COC(=O)C1=C(CS(=O)(=O)c2cc(Cl)ccc2OC)NC(=O)NC1c1ccccc1 (stereo unspecified) | 1.1% | -7%[10.9 µM] | -1% | 11%
Nn1c(SCC(=O)Nc2ccc3c(c2)OCCO3)nnc1-c1ccccn1 | -1.4% | -8% | 5% | 7%
COc1ccc(NC(=O)CSc2nnc(-c3ccoc3C)n2CC2CCCO2)cc1 (stereo unspecified) | x | x | -9% | 15%
Nc1nonc1-c1nc2ccccc2n1CC(=O)Nc1cccc(Cl)c1Cl | 2.5% | -11%[10.9 µM] | 12% | -9%
CC(C)CCCC(C)C1CCC2C3CC=C4CC(O)CC[C@@]4(C)C3CC[C@@]12C (stereo partly specified) | x | -7% | 0% | 2%
CCc1c(C)nc2nncn2c1Nc1ccc(C(C)C)cc1 | u | -15%[10.9 µM] | 8% | -21%
COc1cc(Cl)c(C)cc1NC(=O)CCn1c(=O)c2cccn2c2cccnc21 | -2.6% | 10%[10.9 µM] | 3% | -17%
COc1ccc(Cc2nc3c4cnn(-c5ccccc5Br)c4ncn3n2)cc1 | 3.0% | 11%[10.9 µM] | 7% | -3%
O=C(Cc1ccc(S(=O)(=O)N2CCCC2)s1)Nc1nc2c(s1)CCCC2 | u | -13% | 6% | -16%
S=c1[nH]nc(COc2ccc(Cl)cc2)o1 | u | -22% | u | u
S=C1NCCc2ccc(Cl)cc2C1c1ccccc1Cl (stereo unspecified) | x | x | 1% | -13%
Cc1ccc(-c2nc(N3CCN(c4ccccc4Cl)CC3)c3ccccc3n2)cc1 | -0.1% | -11%[10.9 µM] | 5% | -24%
Cc1ccc(C(=O)N2CCC(c3c[nH]c4ccccc34)(c3c[nH]c4ccccc34)CC2)cc1 | 5.3% | 16%[10.9 µM] | 24% | -14%
CCC(C)(C(=O)NC1CCCC1)N(C(=O)c1cnccn1)c1c(C)n(C)n(-c2ccccc2)c1=O (stereo unspecified) | -0.7% | 1% | 0% | 2%
CCn1c(SCC(=O)Nc2cccc(NC(C)=O)c2)nnc1C(C)C | 1.6% | -1% | 3% | -5%
COc1cccc(NC(=O)c2oc3ccc(S(=O)(=O)N(C)C4CCCCC4)cc3c2C)c1 | u | -22%[10.9 µM] | 11% | -25%
Cc1cc(Cl)ccc1OCCSc1nnc(-c2cccs2)o1 | 0.7% | 14%[10.9 µM] | -2% | 7%

Part of the list above, set out differently.
Value order – IkB signaling	Imprint erasure	p53ts 32C tox	p53ts 39C tox
- COc1ccc(Cc2nc3c4cnn(-c5ccccc5Br)c4ncn3n2)cc1
 : 3.0%	11%[10.9 µM]	7%	-3%
- O=C(Cc1ccc(S(=O)(=O)N2CCCC2)s1)Nc1nc2c(s1)CCCC2
 : u	-13%	6%	-16%
- S=c1[nH]nc(COc2ccc(Cl)cc2)o1
 : u	-22%	u	u
- S=C1NCCc2ccc(Cl)cc2C1c1ccccc1Cl (stereo unspecified)
 : x	x	1%	-13%
- Cc1ccc(-c2nc(N3CCN(c4ccccc4Cl)CC3)c3ccccc3n2)cc1
 : -0.1%	-11%[10.9 µM]	5%	-24%

Remaining list, next part:
SMILES | IkB signaling | Imprint erasure | p53ts 32C tox | p53ts 39C tox
Cc1cc(C(=O)CSc2nc3ccccc3c(=O)[nH]2)c(C)n1C | 2.3% | -8% | -2% | -15%
O=C(c1ccco1)N1CCN(C(c2ccccc2F)c2nnnn2Cc2cccs2)CC1 (stereo unspecified) | 0.1% | -17% | 2% | 1%
CCNC(=O)CCCOc1ccc(Cl)cc1Cl | -2.4% | -8% | -9% | -10%
Cn1c(=O)c2[nH]c(CCCCC(=O)O)nc2n(C)c1=O | 1.9%[11.4 µM] | -10%[10.9 µM] | -3%[9.22 µM] | 9%[9.22 µM]
COc1ccc(S(=O)(=O)N(CC(=O)Nc2cc(C)cc(C)c2)c2ccc(Cl)cc2)cc1 | u | -10%[10.9 µM] | 3% | 0%
Cc1cc2oc(=O)c3c(c2cc1OC(=O)c1ccco1)CCCC3 | 3.6% | 2% | 7% | 9%
Cc1cccc(Cn2cccc2CNS(=O)(=O)c2ccccc2F)c1 | u | -5%[10.9 µM] | -2% | -17%
